A3A deaminase: blocks human APOBEC3A ssDNA deamination | P31941 | AID 493011 | inhibition, % at 20 µM | actives 0.41% (n = 330,000) | recombinant A3A, FAM/TAMRA ssDNA deamination fluorescence;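 active means at least 40% inhibition at 20 µM here, with at most 30% in a related deaminase screen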;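 further: plate controls were A3A with DMSO for no effect and wells lacking A3A enzyme for full effect; some results filed as inactive read as strong as hits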
Target sequence (P31941 whole entry, looked up): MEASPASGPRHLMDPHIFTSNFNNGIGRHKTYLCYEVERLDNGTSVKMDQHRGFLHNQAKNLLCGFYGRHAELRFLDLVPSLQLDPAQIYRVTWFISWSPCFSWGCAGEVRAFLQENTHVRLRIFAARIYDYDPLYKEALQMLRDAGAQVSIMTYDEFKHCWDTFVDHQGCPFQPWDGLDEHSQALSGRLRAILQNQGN
mIAP act: increases mouse intestinal alkaline phosphatase activity; muIAP, CDP-Star luminescence, 30 min; stronger effect = higher value; 1 = vehicle-only enzyme signal, 0 = enzyme-free wells; activation factor at 10 µM; actives 0.24% (n = 330,000); AID 2805;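 active means activation factor of at least 2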; further: the source names both 10 and 20 µM as test concentration; values of inactives mirror those of a sister screen read the other way
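Assay system: mouse IAP enzyme; Reagent: CDP-Star chemiluminescent phosphatase substrate; Compound: DMSO-dissolved test compounds; Incubation: 30 min, room temperature; Technique: luminescence from enzymatic CDP-Star hydrolysis; Controls: DMSO-only wells and no-enzyme negative control.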
beta cell repl: inducers of beta-cell replication in MIN6 cells. proliferation, % at 10 µM. actives 0.29% (n = 330,000). MIN6 cells proliferation, ATPlite luminescence, 48 h; cells starved in 0.2% serum; 100% = growth in 10% serum;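 active means compounds whose signal lies at least 3.5 SD above the mean of all wells on their plate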;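 further: 0% = DMSO-treated cells in low-serum medium and 100% = 10% serum control; some compounds called inactive have numbers as strong as hits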
hIAP activ: human IAP activation; P09923; purified human IAP, CDP-Star luminescence, 30 min; stronger effect = higher value; 1 = vehicle-only enzyme, 0 = enzyme-free background; activation factor at 10 µM; actives 0.16% (n = 330,000); AID 2524;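 active means activation factor of the enzyme at least 2-fold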; further: the source names both 10 and 20 µM as test concentration; values of inactives mirror those of a sister screen read the other way
SENP1 inh: blocks the human SENP1 SUMO protease catalytic domain | Q9P0U3 | recombinant SENP1 catalytic domain, CyPet-SUMO1-YPet FRET cleavage | inhibition, % at 10 µM | actives 0.21% (n = 360,000);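 active means inhibition at least 30% at 10 µM, raw YFP signal under a set limit, fluorescence ratio 0.5 to 1.5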;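 further: 0% = enzyme with DMSO and 100% = no enzyme wells; some results filed as inactive read as strong as hits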
Target sequence (Q9P0U3 419-644 limits assumed): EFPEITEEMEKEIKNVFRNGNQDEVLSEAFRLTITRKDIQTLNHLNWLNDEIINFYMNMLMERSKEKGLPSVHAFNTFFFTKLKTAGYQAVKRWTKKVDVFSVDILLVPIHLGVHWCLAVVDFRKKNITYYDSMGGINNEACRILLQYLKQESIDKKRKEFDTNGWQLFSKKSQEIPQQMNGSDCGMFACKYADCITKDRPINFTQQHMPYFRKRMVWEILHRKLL
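Material: hSENP1 catalytic domain, recombinant; medium: Tris pH 8 with BME, BSA, NP40 and catalase; compound: single concentration of 10 µM compound, 0.5% DMSO final; technique: FRET read of cyan and yellow fluorescence; timing: 50 min enzyme reaction, room temperature, light-protected; reagent: SFCypet-SUMO1-SFYpet substrate at 25 nM; control set: no-enzyme low, enzyme-DMSO high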
mIAP inh: mouse IAP inhibition; purified mouse IAP, CDP-Star luminescence, 30 min; AID 2806; inhibition, % at 10 µM; actives 0.2% (n = 330,000);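 active means inhibition of at least 40% at 10 µM in the primary screen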;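 further: plate controls were DMSO with enzyme for no effect and no enzyme wells for full effect; values of inactives mirror those of a sister screen read the other way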
hIAP block: human IAP inhibition; actives 0.12% (n = 330,000); P09923; inhibition, % at 10 µM; purified IAP, CDP-Star luminescence, 30 min; AID 2544;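 active means inhibition reaching a set limit with compound at 10 µM in the primary screen, cut at about 35% in these data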;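 further: plate controls were DMSO wells with enzyme for no effect and no-enzyme buffer wells for full effect; values of inactives mirror those of a sister screen read the other way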
A3G deaminase: inhibitors of human APOBEC3G DNA deaminase; recombinant A3G, ssDNA deamination FAM/TAMRA fluorescence; actives 0.28% (n = 330,000); inhibition, % at 20 µM;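 active means inhibition of at least 40% at 20 µM, with no more than 30% in the related APOBEC3A deaminase screen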;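 further: plate controls were DMSO wells with A3G for no effect and wells lacking A3G enzyme for full effect; some compounds called inactive have numbers as strong as hits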
Target sequence (Q9HC16 whole entry, looked up): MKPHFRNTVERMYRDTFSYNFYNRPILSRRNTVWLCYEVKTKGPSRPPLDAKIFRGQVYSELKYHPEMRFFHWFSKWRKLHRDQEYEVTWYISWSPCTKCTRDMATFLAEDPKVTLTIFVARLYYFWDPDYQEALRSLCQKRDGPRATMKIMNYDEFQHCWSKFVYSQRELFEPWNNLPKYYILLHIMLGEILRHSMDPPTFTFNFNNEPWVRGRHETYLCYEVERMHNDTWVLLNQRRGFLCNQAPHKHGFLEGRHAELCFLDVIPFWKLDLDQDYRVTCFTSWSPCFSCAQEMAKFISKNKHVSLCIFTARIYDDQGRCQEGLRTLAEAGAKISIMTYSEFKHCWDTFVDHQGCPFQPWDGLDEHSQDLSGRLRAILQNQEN
NLRP3 yeast inh: inhibitors of NALP3 inflammasome in yeast; actives 0.39% (n = 330,000); Yeast reconstituted NLRP3/ASC/caspase-1, beta-gal luminescence, 24 h; inhibition, % at 10 µM;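 active means inhibition of 50% or more; inactive means inhibition below 50%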;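 further: plate controls were induced DMSO wells for no effect and uninduced yeast grown without galactose for full effect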
* hit, by the source's call; / = not tested or not shown. Only part of the results is shown; rates above refer to the full screens.

no.	Compound	A3A deaminase	mIAP act	beta cell repl	hIAP activ	SENP1 inh
1	CCc1c(C)nc2c(OC)cccc2c1SCCC(=O)O	13	1.1	3	0.95	4
2	CCOC(=O)C1(CCOc2ccccc2)CCN(Cc2cc(OC)c(O)c(OC)c2)CC1	-4	0.98	-3	1.2	1
3	COc1ccc(-c2coc3cc(O)ccc3c2=O)cc1	1	1	-5	1.1	-1
4	COc1ccc(OC)c(C2=NOC(C(=O)Nc3c(C)n(C)n(-c4ccccc4)c3=O)C2)c1 (configuration not stated)	4	1	-1	0.86	0
5	COc1ccc(-n2c(CNC(=O)c3cc(OC)c(OC)c(OC)c3)n[nH]c2=S)cc1	1	1	-1	0.91	0
6	O=c1oc2cc(O)ccc2c2c1CCCC2	-3	0.96	3	0.8	-174
7	COC(=O)C(C)Oc1cc(C)ccc1COc1ccc(-n2nc(C)n(C(F)F)c2=O)cc1 (configuration not stated)	-5	1.1	2	1.1	0
8	O=c1cnnc(N/N=C/c2c[nH]c3ccccc23)[nH]1	1	0.91	-1	1	0
9	Cc1nonc1NC(=O)OC1CCCCC1	6	1	-2	1.2	1
10	CN(CC(=O)Nc1ccc(OC(F)(F)F)cc1)C(=O)/C=C/c1ccco1	4	0.95	4	0.98	-2

no.	mIAP inh	hIAP block	A3G deaminase	NLRP3 yeast inh
1	-7	5	1	-6
2	2	-17	-7	12
3	-3	-5	-3	24
4	-3	14	1	-1
5	-1	9	22	13
6	4	20	-4	17
7	-11	-12	-2	5
8	9	-4	-5	-19
9	-2	-16	3	13
10	5	2	-4	6

Further structures:
no.	Compound	A3A deaminase	mIAP act	beta cell repl	hIAP activ	SENP1 inh
11	OCCNc1cnc2ccccc2n1	-1	1	2	1.1	-8
12	O=C(CC1OC(=O)c2ccccc21)c1ccco1 (configuration not stated)	1	1	2	1	0
13	O=C(Nc1nnc(C2CCCCC2)s1)c1ccco1	-3	1.1	0	1.1	1
14	Cc1[nH]c(=O)nc(SCc2cccc(Cl)c2)c1C#N	1	0.9	-3	0.86	-49
15	COc1ccc(CC(=O)N/N=C\c2cc(Br)c(O)c(Br)c2)cc1	-5	0.96	-1	0.9	-2
16	O=C(COC(=O)c1ccc(F)c(S(=O)(=O)N2CCOCC2)c1)NC1CCCCC1	-3	1	4	1	0
17	COc1cc2nc(C3CCC3)n(NC(=O)COc3ccccc3)c(=O)c2cc1OC	0	0.89	-1	0.95	3
18	O=C(c1ccco1)N1CCN(C(=O)c2ccc(-c3ccc([N+](=O)[O-])cc3)o2)CC1	5	0.94	0	1.1	3
19	O=C1C2CCCCC2C(=O)N1c1nccs1 (configuration not stated)	0	1.1	-1	1.1	3
20	Cc1ccc(Nc2cc(=O)n(C3CCCCC3)c(=O)[nH]2)cc1C	-1	1.1	-2	1.1	-2

no.	mIAP inh	hIAP block	A3G deaminase	NLRP3 yeast inh
11	-4	-6	-5	16
12	-3	0	-3	5
13	-7	-10	-7	13
14	10	14	-12	13
15	4	10	-10	13
16	-4	-4	-5	-3
17	11	5	-5	4
18	6	-12	23	-2
19	-7	-6	-2	2
20	-6	-10	-2	7

The final two compounds of the section above open the next one.
no.	Compound	A3A deaminase	mIAP act	beta cell repl	hIAP activ	SENP1 inh
19	O=C1C2CCCCC2C(=O)N1c1nccs1 (configuration not stated)	0	1.1	-1	1.1	3
20	Cc1ccc(Nc2cc(=O)n(C3CCCCC3)c(=O)[nH]2)cc1C	-1	1.1	-2	1.1	-2
21	CCNC(=S)N/N=C/c1cccs1	-4	0.98	-1	1.2	-2
22	Cc1cc(N2CCN(C(=O)c3ccco3)CC2)n2ncnc2n1	0	1.1	-3	1	3
23	CS(=O)(=O)N(CC(=O)N1CCN(Cc2ccc3c(c2)OCO3)CC1)Cc1ccc(Cl)cc1	-1	0.92	0	1	2
24	Cc1cc(C)n2nc(SCc3nnc(SCc4ccccc4Cl)s3)nc2n1	3	1	2	1	1
25	COc1ccc(-c2c(N)n[nH]c2C)cc1OC	-1	0.92	0	1.1	1
26	Cc1ccccc1OCC(=O)Nc1ccc(S(=O)(=O)Nc2ccccn2)cc1	5	0.98	2	0.94	2
27	O=C(/C=C/c1cn(-c2ccccc2)nc1-c1ccc2c(c1)OCCO2)NCCO	0	0.95	3	1	2
28	Cc1csc(NC(=O)c2cc3c(s2)CCC3)n1	2	0.92	-3	0.99	0
29	CCOc1ccc2oc(C(=O)N(CCOC)c3c(N)n(CC(C)C)c(=O)[nH]c3=O)c(C)c2c1	-2	1	-2	1	-8
30	CCC(=O)Nc1ccc(N2CCN(C(=O)c3ccco3)CC2)c(Cl)c1	-1	1.1	0	1.2	-1

no.	mIAP inh	hIAP block	A3G deaminase	NLRP3 yeast inh
19	-7	-6	-2	2
20	-6	-10	-2	7
21	2	-21	-3	6
22	-6	0	-5	9
23	8	0	-6	2
24	-1	-3	-3	12
25	8	-6	0	-6
26	2	6	-2	2
27	5	-1	-2	21
28	8	1	0	29
29	-1	-5	-3	11
30	-9	-20	-8	-3

(more compounds)
no.	Compound	A3A deaminase	mIAP act	beta cell repl	hIAP activ	SENP1 inh
31	O=C(NCCc1c[nH]c2ccccc12)C(=O)NCC1OCCN1S(=O)(=O)c1ccccc1 (configuration not stated)	1	0.98	0	1.1	0
32	COc1ccc(C2CC3(CC(C)(C)NC(=S)N3)Oc3cc(O)cc(C)c32)cc1OC (configuration not stated)	-2	0.97	-2	1.3	0
33	CN(C)C(=O)N1CCC(C(=O)NC2CCCCCCC2)CC1	-3	0.9	1	0.88	3
34	CCCCSc1nc2c(cnn2-c2ccc(C)c(C)c2)c(=O)[nH]1	-2	0.92	-1	1.4	1
35	O=C(Nc1ccn(Cc2ccccc2)n1)c1n[nH]c([N+](=O)[O-])c1Cl	0	1.1	-5	0.93	-1
36	O=C(c1ccc2nc(Cc3ccccc3F)oc2c1)N1CC[C@H](O)C1	-2	0.95	-1	0.93	0
37	COc1ccc(C2C(C(C)=O)=C(O)C(=O)N2CCCn2ccnc2)cc1OC (configuration not stated)	-5	1	-2	0.91	-1
38	O=C(CCNC(=O)C1CCN(S(=O)(=O)c2ccc(F)cc2)CC1)NCc1ccccc1	-7	0.89	-2	1.2	1
39	O=C(O)CSc1nnc(CNc2ccc(Cl)cc2)n1Cc1ccccc1	-1	0.97	0	1	0
40	CC(=O)c1cc2c(cc1NC(=O)CCn1cnnn1)OCO2	-1	0.88	0	0.98	2

no.	mIAP inh	hIAP block	A3G deaminase	NLRP3 yeast inh
31	2	-5	0	21
32	3	-34	-4	11
33	10	12	-8	5
34	8	-36	-5	5
35	-12	7	4	6
36	5	7	0	11
37	-4	9	-9	23
38	11	-21	-8	-3
39	3	0	-2	-2
40	12	2	-7	9

The listing continues.
no.	Compound	A3A deaminase	mIAP act	beta cell repl	hIAP activ	SENP1 inh
41	CC(=O)Nc1ccc(/C(C)=N/NC(=O)c2ccccc2Cl)cc1	-1	0.88	-2	1.1	0
42	CC1(C)CC(NC(=S)NCc2ccc3c(c2)OCO3)CC(C)(C)N1	-3	1.1	-5	1	/
43	COc1ccc(NC(=O)CNC(=O)Cn2ccc3ccccc3c2=O)c(OC)c1	1	0.99	0	0.94	1
44	O=C(CCC1CCCC1)NCc1cccs1	-2	1.1	0	0.86	-4
45	O=C1NC(=O)N(c2ccccc2)C1=O	-2	1	-2	0.85	1
46	O=C1NCCN1c1ncc([N+](=O)[O-])s1	3	0.89	0	1	0
47	CCOc1ccccc1CN1CCN(Cc2cccc3c2OCO3)CC1CCO (configuration not stated)	-2	0.98	-2	1.1	1
48	Cc1ccc(CN(Cc2ccco2)C(=S)NCC(=O)NCc2cccnc2)cc1	3	0.81	-2	1	-9
49	Nc1nc(NCc2ccco2)nc(N2CCOCC2)c1[N+](=O)[O-]	2	0.95	-3	0.93	-4
50	C=C(C)C1CC=C(CN2CCC(O)CC2)CC1 (configuration not stated)	0	1	0	0.81	0
51	COCCNC(=O)/C(C#N)=C/c1ccc(O)cc1	0	0.95	-2	0.93	-43
52	CCOc1ccc(C(=O)CSCC(=O)O)cc1	1	1	-4	0.91	0

no.	mIAP inh	hIAP block	A3G deaminase	NLRP3 yeast inh
41	12	-11	-3	11
42	-10	0	-13	9
43	1	6	-7	10
44	-9	14	-2	9
45	0	15	-7	15
46	11	0	4	10
47	2	-11	-5	20
48	20	-4	3	17
49	5	7	0	12
50	0	20	2	-5
51	5	7	1	17
52	-4	9	-1	-11

Reprinted at random: five compounds from above
no.	Compound	A3A deaminase	mIAP act	beta cell repl	hIAP activ	SENP1 inh
48	Cc1ccc(CN(Cc2ccco2)C(=S)NCC(=O)NCc2cccnc2)cc1	3	0.81	-2	1	-9
43	COc1ccc(NC(=O)CNC(=O)Cn2ccc3ccccc3c2=O)c(OC)c1	1	0.99	0	0.94	1
46	O=C1NCCN1c1ncc([N+](=O)[O-])s1	3	0.89	0	1	0
42	CC1(C)CC(NC(=S)NCc2ccc3c(c2)OCO3)CC(C)(C)N1	-3	1.1	-5	1	/
41	CC(=O)Nc1ccc(/C(C)=N/NC(=O)c2ccccc2Cl)cc1	-1	0.88	-2	1.1	0

no.	mIAP inh	hIAP block	A3G deaminase	NLRP3 yeast inh
48	20	-4	3	17
43	1	6	-7	10
46	11	0	4	10
42	-10	0	-13	9
41	12	-11	-3	11
